STAT1 activator – STAT1 signaling activation. AID 932. NIH 3T3 STAT1-luciferase reporter, IFN-gamma, luminescence; 100% = IFN-gamma alone, no compound. activation (% of control), % at 5.5 µM. actives 2.6% (n = 200,000);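 active = activation above the screen-wide mean activation plus 3 SD, cut at about 130% in these data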;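 note: raw ratio to IFN-gamma control signal so 100% means no change and 0% no light; values of inactives mirror those of a sister screen read the other way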
G6PDH counter – counter-screen for G6PDH assay hits: L. mesenteroides G6PDH inhibition | Purified L. mesenteroides G6PDH, diaphorase/resazurin coupled fluorescence, 45 min | inhibition, % at 5 µM | actives 0.12% (n = 200,000) | AID 1020; in the data active = inhibition above about 50%
APP transl inh – APP translation inhibition | inhibition, % at 2 µM | actives 0.82% (n = 190,000) | SH-SY5Y APP 5'UTR-luciferase reporter, luminescence;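 active = inhibition above a set limit, derived from the sample mean plus 3 SD, cut at about 45% in these data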; note: values of inactives mirror those of a sister screen read the other way
NF-kB neuron act – raises NF-kB expression in human neuronal cells; NF-kB reporter expression; active compounds read high; fold change at 12.5 µM; actives 1.6% (n = 190,000); AID 1239; in the data active = fold change above about 3.3
FLuc act counter – affects firefly luciferase, flagging false hits in luciferase stimulation screens; P08659; ATPlite luciferase biochemical, luminescence, 10 min; 0 = ATP-free wells, 1 = DMSO control; activation factor at 10 µM; 200,000 tested, under 10 active; AID 1027;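 active = luciferase activation factor, scaled between plate controls, of at least 2 with compound at 10 µM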
Target sequence (P08659 whole entry, looked up): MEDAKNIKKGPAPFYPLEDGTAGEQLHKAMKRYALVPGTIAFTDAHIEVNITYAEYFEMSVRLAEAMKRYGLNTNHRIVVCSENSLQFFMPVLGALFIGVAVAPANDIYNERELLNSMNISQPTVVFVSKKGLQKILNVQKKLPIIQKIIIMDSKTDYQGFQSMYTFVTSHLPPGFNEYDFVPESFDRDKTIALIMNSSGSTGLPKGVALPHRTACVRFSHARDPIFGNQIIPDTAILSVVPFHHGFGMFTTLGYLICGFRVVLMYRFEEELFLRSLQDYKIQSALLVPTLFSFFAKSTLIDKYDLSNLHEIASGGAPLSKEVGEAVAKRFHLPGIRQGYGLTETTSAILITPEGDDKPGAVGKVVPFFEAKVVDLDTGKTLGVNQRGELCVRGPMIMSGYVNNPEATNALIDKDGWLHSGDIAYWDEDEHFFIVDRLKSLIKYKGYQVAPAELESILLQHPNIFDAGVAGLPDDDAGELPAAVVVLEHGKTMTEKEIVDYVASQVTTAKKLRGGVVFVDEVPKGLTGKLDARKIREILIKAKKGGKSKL
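test system = cell-free luciferase reagent | medium = PBS as buffer for the ATP substrate | dosing = test compounds dosed from 2 mM stocks in 100% DMSO | incubation = 10 min at ambient temperature | detection = luminescence measurement of luciferase light output | benchmarks = low control with PBS replacing ATP, high control enzyme plus ATP without compound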
DTT redox prof – compounds producing H2O2 with reducing agent – biochemical, NIH compound library profiling, artefact control for MLSCN library redox annotation, primary screen | actives 0.03% (n = 200,000) | DTT-dependent redox cycling H2O2, phenol red/HRP absorbance; 100% = 100 µM peroxide control, 0% = buffer | AID 878 | activation, % at 10 µM;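 active = activation of at least 50% relative to the plate's high and low controls in the primary single-dose screen; inactive = activation below 50%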;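 note: compound incubated with DTT at 0.8 mM final as the reducing agent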
FLuc inh counter – inhibits firefly luciferase, flagging false hits in luciferase inhibition screens; P08659; ATPLite firefly luciferase biochemical luminescence, 10 min; inhibition, % at 10 µM; actives 1.5% (n = 200,000);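 active = inhibition above about 50% when tested at 10 µM, limit read from the data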
APP 5'UTR act – activates APP 5'UTR luciferase reporter. SH-SY5Y APP 5'UTR luciferase reporter, luminescence; zero percent = DMSO vehicle wells. activation, % at 2 µM. AID 1276. actives 1% (n = 190,000);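 active = activation above a set limit, based on mean plus 3 SD of controls, cut at about 140% in these data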; note: values of inactives mirror those of a sister screen read the other way
HMGR II inh – inhibitors of class II HMG-CoA reductase from Enterococcus faecalis. actives 0.41% (n = 190,000). inhibition, % at 10 µM. purified E. faecalis HMGR, NADPH absorbance 340 nm kinetic. AID 1066;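 active = inhibition above a set limit, the median over all tested compounds plus 3 SD, cut at about 9.5% in these data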;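 note: enzyme runs in reverse so mevalonate oxidation gives rising NADPH absorbance; 0% = complete reaction with DMSO and 100% = background rate lacking mevalonate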
Hsp70 act – switches on Hsp70 transcription; activation, % at 10 µM; actives 0.04% (n = 200,000); HeLa Hsp70 promoter luciferase reporter, luminescence; scaled: vehicle 0, proteasome-inhibitor control 100%; AID 1203;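 active = activation above the mean across all tested compounds plus 3 SD, cutoff set per campaign, cut at about 5.5% in these data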;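 note: 100% = MG132 at 30 µM as the positive control and 0% = DMSO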
Numbers without * were called inactive.

For CC(=O)C1=C(O)CCC1=N the results were STAT1 activator 107.3, G6PDH counter 4.1, APP transl inh -10.2, NF-kB neuron act 0.92, FLuc act counter 1, DTT redox prof 0.1, FLuc inh counter -4.2, APP 5'UTR act 10.2, HMGR II inh -4.6 and Hsp70 act -0.2.
Cc1cccc(NC(=O)C2CCN(S(=O)(=O)c3c(C)[nH]c(=O)[nH]c3=O)CC2)c1 was read as STAT1 activator 105.3, G6PDH counter -1.4, APP transl inh 7.7, NF-kB neuron act 1.16, FLuc act counter 1, DTT redox prof -0.8, FLuc inh counter -3.7, APP 5'UTR act -7.7, HMGR II inh 1.9 and Hsp70 act 0.0.
CS(=O)(=O)N(CCc1ccccc1)CC(=O)Nc1ccccc1 was read as STAT1 activator 98.2, G6PDH counter 3.1, APP transl inh -11.3, NF-kB neuron act 1.14, FLuc act counter 1, DTT redox prof -0.1, FLuc inh counter -4.4, APP 5'UTR act 11.3, HMGR II inh -4.9 and Hsp70 act -0.3.
Screening Cn1c(=O)c2c(nc(NCc3ccco3)n2CC(O)CO)n(C)c1=O (stereo unspecified) returned STAT1 activator 95.8, G6PDH counter 8.7, APP transl inh 20.1, NF-kB neuron act 0.85, FLuc act counter 1, DTT redox prof -0.2, FLuc inh counter -2.0, APP 5'UTR act -20.1, HMGR II inh -10.7 and Hsp70 act -0.1.
`Cc1ccc(S(=O)(=O)N(C)C)cc1NC(=S)NC1CCCC(C)C1C` (stereo unspecified) gave STAT1 activator 95.1, G6PDH counter -1.6, APP transl inh 13.9, NF-kB neuron act 0.93, FLuc act counter 1, DTT redox prof -1.0, FLuc inh counter -1.0, APP 5'UTR act -13.9, HMGR II inh -1.6 and Hsp70 act -0.3.
CC1(C)CC(=O)C2=C(C1)OC(N)=C(C#N)C2C1C=CCCC1 (stereo unspecified) was read as STAT1 activator 99.3, G6PDH counter -8.4, APP transl inh 18.1, NF-kB neuron act 1.52, FLuc act counter 1, DTT redox prof 1.2, FLuc inh counter -3.7, APP 5'UTR act -18.1, HMGR II inh -1.1 and Hsp70 act 0.0.
`COCCCNCC(=O)Nc1sc(C)c(C)c1C(=O)OC` gave STAT1 activator 100.0, G6PDH counter 3.7, APP transl inh -6.6, NF-kB neuron act 1.48, FLuc act counter 1.1, DTT redox prof 0.2, FLuc inh counter -5.4, APP 5'UTR act 6.6, HMGR II inh 1.1 and Hsp70 act -0.1.
Cc1ccccc1NC(=O)Nc1ccc(C(F)(F)F)cc1 was read as STAT1 activator 110.2, G6PDH counter 17.3, APP transl inh -55.6, NF-kB neuron act 1.68, FLuc act counter 0.9, DTT redox prof -0.7, FLuc inh counter 5.9, APP 5'UTR act 55.6, HMGR II inh -1.2 and Hsp70 act 0.7.
For Cc1cc(C)cc(OCCNS(=O)(=O)c2cccs2)c1 the results were STAT1 activator 97.8, G6PDH counter 4.8, APP transl inh -20.8, NF-kB neuron act 0.96, FLuc act counter 1, DTT redox prof 0.8, FLuc inh counter -4.7, APP 5'UTR act 20.8, HMGR II inh 4.4 and Hsp70 act 0.4.
`O=C(c1ccc(S(=O)(=O)NCC2CCCO2)cc1)N1CCc2ccccc21` (stereo unspecified) gave STAT1 activator 88.7, G6PDH counter -3.1, APP transl inh 1.9, NF-kB neuron act 0.89, FLuc act counter 1, DTT redox prof -0.4, FLuc inh counter -3.5, APP 5'UTR act -1.9, HMGR II inh -1.4 and Hsp70 act -0.3.
`Fc1cccc(Cn2cc(C(=S)N3CCCCC3)c3ccccc32)c1` gave STAT1 activator 103.4, G6PDH counter 14.1, APP transl inh 3.6, NF-kB neuron act 0.81, FLuc act counter 1.1, DTT redox prof 2.0, FLuc inh counter -10.0, APP 5'UTR act -3.6, HMGR II inh -4.3 and Hsp70 act -0.1.
For COc1cccc(NC(=S)NNC(=O)CCn2cc([N+](=O)[O-])cn2)c1 the results were STAT1 activator 96.9, G6PDH counter 13.5, APP transl inh 7.8, NF-kB neuron act 1.27, FLuc act counter 1.1, DTT redox prof -1.9, FLuc inh counter -8.4, APP 5'UTR act -7.8, HMGR II inh -6.2 and Hsp70 act -0.1.
Screening CC(C)(O)C(=O)N=Nc1c(O)[nH]c2ccccc12 returned STAT1 activator 114.9, G6PDH counter 8.6, APP transl inh -45.8, NF-kB neuron act 1.52, FLuc act counter 0.9, DTT redox prof -0.7, FLuc inh counter 7.6, APP 5'UTR act 45.8, HMGR II inh 4.3 and Hsp70 act 0.0.
`Cc1ccn(-c2cc(O)c(-n3ccc(C)n3)cc2O)n1` gave STAT1 activator 102.1, G6PDH counter 4.6, APP transl inh 4.8, NF-kB neuron act 1.16, FLuc act counter 1, DTT redox prof -0.1, FLuc inh counter -2.2, APP 5'UTR act -4.8, HMGR II inh -2.3 and Hsp70 act 0.1.
`Cc1cc(C)c(NC2=NS(=O)(=O)c3ccccc32)c(C)c1` gave STAT1 activator 100.7, G6PDH counter 19.0, APP transl inh 22.5, NF-kB neuron act 1.2, FLuc act counter 1.1, DTT redox prof -0.1, FLuc inh counter -5.3, APP 5'UTR act -22.5, HMGR II inh 0.1 and Hsp70 act -0.3.
For CCCc1cc(=O)oc2cc(Oc3ncccn3)ccc12 the results were STAT1 activator 108.6, G6PDH counter 4.0, APP transl inh -5.4, NF-kB neuron act 1.32, FLuc act counter 1.1, DTT redox prof 1.1, FLuc inh counter -7.9, APP 5'UTR act 5.4, HMGR II inh -1.2 and Hsp70 act 0.0.
For Nn1c(CSc2nc3ccccc3o2)nnc1CSc1nc2ccccc2o1 the results were STAT1 activator 102.9, G6PDH counter -32.3, APP transl inh -4.5, NF-kB neuron act 0.92, FLuc act counter 1.1, DTT redox prof 1.7, FLuc inh counter -8.2, APP 5'UTR act 4.5, HMGR II inh 1.4 and Hsp70 act 0.1.
Screening O=c1c2c(nc3cc(-c4ccccc4)[nH]n13)CCC2 returned STAT1 activator 134.8*, G6PDH counter 2.2, APP transl inh -102.6, NF-kB neuron act 3.69*, FLuc act counter 0.4, DTT redox prof -1.1, FLuc inh counter 60.8*, APP 5'UTR act 102.6, HMGR II inh 3.6 and Hsp70 act -0.2.
Screening CCOc1ccc(N2C(=O)c3ccccc3C2=O)cc1 returned STAT1 activator 116.6, G6PDH counter 11.4, APP transl inh 3.4, NF-kB neuron act 1.44, FLuc act counter 1, DTT redox prof 0.0, FLuc inh counter -0.5, APP 5'UTR act -3.4, HMGR II inh 1.8 and Hsp70 act -0.4.
Cc1n[nH]c(=S)n(/N=C/c2ccccn2)c1=O was read as STAT1 activator 103.8, G6PDH counter 14.0, APP transl inh -3.2, NF-kB neuron act 0.95, FLuc act counter 1, DTT redox prof -0.9, FLuc inh counter -3.4, APP 5'UTR act 3.2, HMGR II inh -5.3 and Hsp70 act 0.0.

The closing 2 records of the part before open the next one:
Screening CCOc1ccc(N2C(=O)c3ccccc3C2=O)cc1 returned STAT1 activator 116.6, G6PDH counter 11.4, APP transl inh 3.4, NF-kB neuron act 1.44, FLuc act counter 1, DTT redox prof 0.0, FLuc inh counter -0.5, APP 5'UTR act -3.4, HMGR II inh 1.8 and Hsp70 act -0.4.
Cc1n[nH]c(=S)n(/N=C/c2ccccn2)c1=O was read as STAT1 activator 103.8, G6PDH counter 14.0, APP transl inh -3.2, NF-kB neuron act 0.95, FLuc act counter 1, DTT redox prof -0.9, FLuc inh counter -3.4, APP 5'UTR act 3.2, HMGR II inh -5.3 and Hsp70 act 0.0.
Screening O=C(Nc1cccc(O)c1)C(Cc1ccccc1)N1C(=O)c2cccc3cccc(c23)C1=O (stereo unspecified) returned STAT1 activator 96.9, G6PDH counter 11.5, APP transl inh -16.5, NF-kB neuron act 0.92, FLuc act counter 1, DTT redox prof -0.1, FLuc inh counter -1.3, APP 5'UTR act 16.5, HMGR II inh 3.0 and Hsp70 act -0.2.
For Cc1ccc(-c2nnc(N3CCN(C(=O)CSc4ncn[nH]4)CC3)c3ccccc23)cc1 the results were STAT1 activator 101.8, G6PDH counter -20.3, APP transl inh 0.9, NF-kB neuron act 0.37, FLuc act counter 1, DTT redox prof 0.2, FLuc inh counter -1.4, APP 5'UTR act -0.9, HMGR II inh -3.1 and Hsp70 act -0.2.
COC(=O)c1cccc(Oc2nc3c(c(=O)n(C)c(=O)n3C)n2C(C)C)c1 was read as STAT1 activator 100.7, G6PDH counter 5.2, APP transl inh -4.5, NF-kB neuron act 0.31, FLuc act counter 1, DTT redox prof -1.2, FLuc inh counter 1.7, APP 5'UTR act 4.5, HMGR II inh -7.7 and Hsp70 act -0.2.
Cc1nn(-c2ccccc2)c(Cl)c1C(=O)Nc1nnc(C2CCCC2)s1 was read as STAT1 activator 99.3, G6PDH counter 0.8, APP transl inh -6.1, NF-kB neuron act 1.01, FLuc act counter 1, DTT redox prof -2.2, FLuc inh counter -0.8, APP 5'UTR act 6.1, HMGR II inh 1.5 and Hsp70 act -0.1.
Screening CCC(Sc1nncn1C)C(=O)Nc1nnc(-c2ccccc2Cl)s1 (stereo unspecified) returned STAT1 activator 114.2, G6PDH counter -4.7, APP transl inh 0.6, NF-kB neuron act 1.64, FLuc act counter 1, DTT redox prof 0.2, FLuc inh counter -4.8, APP 5'UTR act -0.6, HMGR II inh -1.2 and Hsp70 act 0.0.
`CCOc1ccc(N=c2scc(-c3ccc(OC)cc3)n2CCO)cc1` gave STAT1 activator 97.5, G6PDH counter 12.0, APP transl inh -29.9, NF-kB neuron act 0.91, FLuc act counter 1, DTT redox prof -2.1, FLuc inh counter -0.5, APP 5'UTR act 29.9, HMGR II inh 0.5 and Hsp70 act 0.0.
`Cc1ccc(Nc2nc(-c3c(C)n(C)n(-c4ccccc4)c3=O)c(C)s2)cc1` gave STAT1 activator 99.6, G6PDH counter -5.3, APP transl inh -1.2, NF-kB neuron act 0.88, FLuc act counter 1.1, DTT redox prof -7.5, FLuc inh counter -6.6, APP 5'UTR act 1.2, HMGR II inh -6.0 and Hsp70 act -0.3.
Screening COc1ccc(C(=O)CSc2nnc(-c3ccccn3)n2Cc2ccco2)cc1 returned STAT1 activator 106.0, G6PDH counter 4.5, APP transl inh 10.1, NF-kB neuron act 1.04, FLuc act counter 1, DTT redox prof 1.8, FLuc inh counter -3.6, APP 5'UTR act -10.1, HMGR II inh -1.3 and Hsp70 act -0.2.
For c1ccc(-c2nc3ccccc3c3nc4ccccc4n23)cc1 the results were STAT1 activator 94.8, G6PDH counter -18.9, APP transl inh -0.4, NF-kB neuron act 0.85, FLuc act counter 1, DTT redox prof 0.7, FLuc inh counter -3.3, APP 5'UTR act 0.4, HMGR II inh 8.2 and Hsp70 act -0.3.
Screening COc1ccc(-c2cc(C(=O)Nc3c(Cl)cc(Cl)cc3Cl)c3ccccc3n2)cc1OC returned STAT1 activator 102.0, G6PDH counter 7.0, APP transl inh -0.5, NF-kB neuron act 1.29, FLuc act counter 1, DTT redox prof 0.5, FLuc inh counter -3.3, APP 5'UTR act 0.5, HMGR II inh -6.1 and Hsp70 act -0.3.
Cc1ccc(NS(=O)(=O)c2ccc(C(=O)OCC(=O)NCC3CCCO3)cc2)cc1 (stereo unspecified) was read as STAT1 activator 104.5, G6PDH counter 5.5, APP transl inh 8.9, NF-kB neuron act 1.09, FLuc act counter 1, DTT redox prof -1.8, FLuc inh counter -4.7, APP 5'UTR act -8.9, HMGR II inh -0.4 and Hsp70 act -0.2.

High-throughput results (PubChem)
